KCNH2 3.1 inh – qHTS for Inhibitors of KCHN2 3.1: Mutant qHTS | 340,000 compounds, 0.95% hits | U2OS KCNH2 3.1, thallium flux FluxOr; hits give low values | Potassium voltage-gated channel subfamily H member 2, brain isoform KCNH2 3.1 (human) | activity change, % (tested at about 1.8 µM);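 active = maximum activity change below -70%; inconclusive = maximum activity change from -70% to -50%; inactive = maximum activity change above -50%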;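 note: thallium influx rate constant from kinetic fluorescence after stimulation buffer; % is set by controls: 0 for no effect and ±100 for the full control effect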
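Normalized rate constant (relative to positive and negative DMSO controls) derived from a 2 min kinetic fluorescence read after stimulation; U2OS cells expressing the 3.1 isoform via virus at 1.77 x 10^8 /mL.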
FLuc modulator – qHTS profiling assay for firefly luciferase inhibitor/activator using purifed enzyme and Km concentrations of substrates (counterscreen for miR-21 project); 360,000 compounds, 6.9% hits; purified FLuc, Km substrates, luminescence inhibition; AID 588342, 2011; Potency, µM (titrated, usually from 57.5 µM), for the others: top-dose activity change, negative = inhibition, usual class: inhibitors;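 note: potency is the fitted concentration of half-maximal effect; plate controls were vehicle for no effect and reference inhibitor for full effect; nearly all actives have a fitted effect of over 55% in size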
Target sequence (P08659 whole entry, looked up): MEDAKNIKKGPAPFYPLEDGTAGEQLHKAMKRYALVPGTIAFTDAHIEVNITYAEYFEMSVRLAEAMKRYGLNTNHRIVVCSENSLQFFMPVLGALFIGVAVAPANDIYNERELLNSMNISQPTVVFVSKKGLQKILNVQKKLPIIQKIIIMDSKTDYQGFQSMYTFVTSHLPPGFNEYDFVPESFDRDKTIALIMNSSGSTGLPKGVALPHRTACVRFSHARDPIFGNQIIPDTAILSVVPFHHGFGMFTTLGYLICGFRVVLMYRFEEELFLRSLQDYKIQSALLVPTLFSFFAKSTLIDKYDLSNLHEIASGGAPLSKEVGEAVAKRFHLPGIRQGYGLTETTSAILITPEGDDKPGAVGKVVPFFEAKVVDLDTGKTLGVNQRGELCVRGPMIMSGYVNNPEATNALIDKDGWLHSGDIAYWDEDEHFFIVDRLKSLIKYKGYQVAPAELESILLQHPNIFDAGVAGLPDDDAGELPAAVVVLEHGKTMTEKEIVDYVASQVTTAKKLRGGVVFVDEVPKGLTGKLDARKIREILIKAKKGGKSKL
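Purified P. pyralis luciferase, 10 nM final, with Km-level 10 uM D-luciferin and 10 uM ATP in 50 mM Tris acetate pH 7.5, 10 mM Mg acetate, 0.01% Tween-20, 0.05% BSA; 6-point qHTS titration about 60 µM downward; luminescence read.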
Tb PFK inh – qHTS Assay to Find Inhibitors of T. brucei phosphofructokinase; Potency, µM (titrated, usually from 57.5 µM), without a hit: at the highest dose activity, negative = inhibition, usual class: inhibitors; T. brucei PFK, ADP-Glo luminescence; ATP-dependent 6-phosphofructokinase (Trypanosoma brucei brucei), O15648; AID 485367, 2010; 330,000 compounds, 0.17% hits;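 note: potency is the fitted concentration of half-maximal effect; 0% = uninhibited 1x PFK enzyme wells and -100% = no-enzyme wells; nearly all actives have a fitted effect of over 60% in size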
Target sequence (O15648 whole entry, looked up): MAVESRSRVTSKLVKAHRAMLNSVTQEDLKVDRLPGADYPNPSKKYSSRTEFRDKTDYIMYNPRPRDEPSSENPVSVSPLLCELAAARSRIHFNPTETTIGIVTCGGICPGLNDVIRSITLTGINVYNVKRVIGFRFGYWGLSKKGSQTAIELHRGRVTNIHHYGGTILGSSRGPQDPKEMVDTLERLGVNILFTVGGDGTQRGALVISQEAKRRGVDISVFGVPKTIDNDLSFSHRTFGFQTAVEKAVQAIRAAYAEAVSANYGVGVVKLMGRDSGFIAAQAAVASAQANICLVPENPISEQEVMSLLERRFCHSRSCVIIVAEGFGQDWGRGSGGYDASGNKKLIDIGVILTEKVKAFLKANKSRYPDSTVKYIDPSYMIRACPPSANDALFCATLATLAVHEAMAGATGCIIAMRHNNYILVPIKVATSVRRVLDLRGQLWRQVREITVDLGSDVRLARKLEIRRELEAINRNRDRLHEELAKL
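In TEA buffer at pH 8.0 with 5 mM MgCl2, enzyme (1.25 nM) converted F6P (0.5 mM) and ATP (0.1 mM) for 45 min at room temperature. ADP product was read by luciferase luminescence.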
ELG1 genotox – qHTS screen for small molecules that induce genotoxicity in human embryonic kidney (HEK293T) cells expressing luciferase-tagged ELG1; HEK293T ELG1-luciferase reporter, luminescence, 16 h; Potency, µM (series often up to 46 µM), without a hit: at the highest dose activity change, positive = activation, hits mostly activators; 330,000 compounds, 1.3% hits; AID 504466, 2011; note: potency is the fitted concentration of half-maximal effect; % of control where 0% means no effect; nearly all actives have a fitted effect of over 60% in size
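Cells (2,000/well) expressing the ELG1-luciferase fusion are dosed by pin tool and kept 16 hr at 37 °C, 5% CO2. Signal comes from ONE-Glo luciferase reagent after 30 min at room temperature.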
uPA surface inh – qHTS for Inhibitors of Cell Surface uPA Generation | Potency, µM (highest dose often 38.3 µM), without a hit: at the highest dose activity change, negative = inhibition, actives largely listed as inhibitors | cell surface uPA generation assay, qHTS | 330,000 compounds, 0.31% hits; active = well fitted inhibition curve with a large enough effect; inconclusive = small, poorly fitted or top-dose-only effect; inactive = no such curve, though single readings can be large or run the other way; tested in mouse RAW 264.7 cells; note: potency is the fitted concentration of half-maximal effect; % is set by controls: 0 for no effect and ±100 for the full control effect; nearly all actives have a fitted effect of over 55% in size
Gal4-VP16 FLuc – VP16 counterscreen qHTS for inhibitors of ROR gamma transcriptional activity. Drosophila S2 Gal4-VP16 UAS-luciferase, luminescence, 20 h. 310,000 compounds, 3.5% hits. AID 2546, 2010. Potency, µM (titrated, usually from 53.6 µM), inactives show top-dose activity, negative = inhibition, actives largely listed as inhibitors;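 note: Gal4-VP16 expression switched on by copper sulfate through the metallothionein promoter; potency is the fitted concentration of half-maximal effect; % is set by controls: 0 for no effect and ±100 for the full control effect; nearly all actives have a fitted effect of over 50% in size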
NPC1 prom act – qHTS Assay for NPC1 Promoter Activators; Huh7 NPC1 promoter luciferase reporter, 24 h; Potency, µM (doses to about 9.22 µM), for inactives: top-dose activation, most hits filed as activators; 320,000 compounds, 2.4% hits; AID 485313, 2010;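 note: potency is the fitted concentration of half-maximal effect; % of control where 0% means no effect; nearly all actives have a fitted effect of over 60% in size; reporter is driven by a mutant NPC1 promoter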
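Compounds in DMSO were transferred onto Huh7 NPC1-luciferase reporter cells pre-incubated 2 h; after 24 h at 37 °C, Amplite reagent was dispensed and luminescence recorded 10 min later.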
RORg inh – qHTS for inhibitors of ROR gamma transcriptional activity | Drosophila S2 Gal4-RORgamma UAS-luciferase reporter, 20 h | Potency, µM (top dose mostly 53.6 µM), without a hit: at the highest dose activity change, negative = inhibition, actives largely listed as inhibitors | 310,000 compounds, 5.4% hits | AID 2551, 2010 | Nuclear receptor ROR-gamma (Mus musculus), P51450; note: potency is the fitted concentration of half-maximal effect; % is set by controls: 0 for no effect and ±100 for the full control effect; nearly all actives have a fitted effect of over 60% in size
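Stable Schneider cell line, Gal4 DNA-binding domain fused to ROR gamma, UAS-luciferase. Cmpd 1 hr RT → CuSO4 700 uM final → 20 hr RT → luciferase reagent 10 min → luminescence.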
Coupling enz – qHTS Assay for Inhibitors of Fructose-1,6-bisphosphate Aldolase from Giardia Lamblia: Coupling assay counterscreen; activity change, negative = inhibition, % at 58.2 µM, hits read low; AID 2472, 2010; coupling enzyme system counterscreen, AmpLite Red fluorescence; 290,000 compounds, 0.67% hits; in the data active = activity change below about -30%; note: % is set by controls: 0 for no effect and ±100 for the full control effect
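Counterscreen lacking aldolase: glyceraldehyde-3-phosphate coupling-enzyme reagent preincubated 10 min at RT with compound (at 57.5 uM final), then substrate/coupling system with AmpLite Red added; fluorescence read at 525/598 nm after 20 min RT.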
Giardia kill – Small Molecules that selectively kill Giardia lamblia: qHTS | activity change, % at 7.66 µM, hits read low | Giardia lamblia trophozoite viability | AID 540267, 2011 | 340,000 compounds, 0.15% hits; in the data active = activity change below about -80%; inconclusive = between about -30% and that limit;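 note: parasites exposed to compound for two days anaerobically before the ATP read; % is set by controls: 0 for no effect and ±100 for the full control effect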
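ATP-content bioluminescence gauges trophozoite survival. Cells (100/well) receive compound and incubate anaerobically for 48 hrs at 37 deg C; detection reagent follows for 15-30 min at room temperature.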
Rab9 prom act – qHTS Assay for Rab9 Promoter Activators; 320,000 compounds, 2.8% hits; Potency, µM (doses to about 9.22 µM), without a hit: top-dose activation, negative = inhibition, hits mostly activators; Huh7 Rab9 promoter-luciferase reporter, luminescence, 24 h; note: potency is the fitted concentration of half-maximal effect; % of control where 0% means no effect; nearly all actives have a fitted effect of over 60% in size
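Luminescence read-out: Huh7 cells stably expressing Rab9-luciferase, treated 24 h with compound at 37 °C, then lysed with luciferase reagent for 10 min at ambient before reading.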
An asterisk follows results filed as active; ? = inconclusive; / = no result given; [ ] = remark or other dose. Unless noted, calls come from the whole dose curve; as a rule, active = well fitted curve in the direction sought with a large enough effect; inconclusive = small, poorly fitted or top-dose-only effect, or another doubt; inactive = no such curve, though single readings can be large; an effect the other way counts as inactive or inconclusive. This is a random part of the collection (roughly 14% active in at least one column).

#	smiles	ELG1 genotox	RORg inh	Tb PFK inh	NPC1 prom act	Rab9 prom act	KCNH2 3.1 inh	FLuc modulator	Coupling enz	Gal4-VP16 FLuc	uPA surface inh	Giardia kill
1	O=C(CCc1nc(-c2ccc(Cl)cc2)no1)NCc1ccccc1CN1CCOCC1	-3.7%	/	-5.0%	-1.7%	-4.1%	-0.5	-2.2%	/	/	3.9%	16.8
2	Cc1cc(C)cc(NC(=O)CSc2nc3ccccc3nc2N2CCCC2)c1	1.2%	-40.5%	-2.2%	-3.3%	1.9%	-9.7	-1.2%	2.5	1.7%	-5.6%	21.5
3	CCOC(=O)COn1c(=O)c(C)[n+]([O-])c2ccccc21	1.2%	-0.1%	-9.8%	-0.4%	-3.3%	0.6	2.9%	0.6	-3.8%	8.9%	-1.6
4	CCOC(=O)c1cc2cc(F)ccc2nc1C	3.9%	-8.4%	-0.3%	-0.4%	-10.1%	-13.1	0.4%	2.1	4.8%	0.0%	-11.0
5	Cn1c(=O)n(CC(=O)Nc2ccc(F)cc2)c2ccccc21	2.3%	-3.7%[0.365 µM]	-9.7%	0.0%	-1.3%	-0.3	-2.4%	-1.1	/	/	14.5
6	Cn1c(=O)c2c3c(sc2n2c(SCc4ccccc4)nnc12)CCCC3	-0.6%	-22.0%	-3.4%	-3.3%	-10.3%	/	2.4%	0.1	20.5%	/	/
7	COc1ccc(N2C(=O)CC(N3CCN(S(=O)(=O)c4cc(C)ccc4C)CC3)C2=O)cc1 (stereo not given)	1.9%	43.0%	4.2%	-4.0%	0.2%	-1.4	-1.2%	-0.6	3.1%	-2.8%	-2.1
8	CCOC(=O)C1CCCN(CCC(=O)Nc2c(C(=O)OC)[nH]c3cc(OC)ccc23)C1 (stereo not given)	-1.3%	0.7%[10 µM]	-0.7%	3.5%	15.0%	-7.2	0.1%	1.1	-2.6%	3.5%	-8.7
9	Cc1nn2c(c1-c1ccc(Cl)cc1)N=C(c1ccco1)CC2c1ccccc1 (stereo not given)	-9.7%	-22.2%	2.3%	-0.8%	5.3%	-35.4	-4.2%	0.8	2.3%	/	-6.0
10	Cc1ccc(/C=[N+](/[O-])C2SC(=S)N(C)C2(C)C)cc1 (stereo not given)	-1.8%	-1.0%	-3.5%	1.5%	-10.2%	5.0	2.0%	2.7	0.6%	0.3%	0.7
11	Cc1cc(C)c2sc(NNC(=O)c3ccc(S(=O)(=O)N4CCc5ccccc5C4)cc3)nc2c1	?	4.47µM*	1.9%	-5.7%	-21.4%	-1.6	2.7%	0.1	5.01µM*	?	1.3
12	Cc1ccc(C(=O)N/C(=C/c2ccc(C(C)C)cc2)C(=O)NCCCN2CCOCC2)cc1	-0.6%	-10.6%	-0.2%	3.1%	-0.7%	?	-0.9%	2.2	-1.0%	1.1%	7.5
13	COc1ccc(CNC(=O)/C=C/c2ccccc2[N+](=O)[O-])cc1	0.6%	10.3%	-0.8%	-2.8%	-0.9%	-33.2	0.5%	3.0	-0.1%	-3.1%	-6.2
14	Cc1cccc(-c2nnn(CC/C(N)=N/O)n2)c1	?	-35.5%	-3.6%	18.7%	16.9%	-3.4	-25.3%	2.4	26.2%	-2.1%	-7.0
15	COc1ccc(OC)c(NC(=O)CCNC(=O)Cn2ccc3ccccc3c2=O)c1	0.4%	7.6%	0.7%	1.8%	-5.7%	9.4	-1.6%	1.4	1.2%	-1.4%	-22.2
16	CCCc1nnc(SCC(=O)N2CCCCC2C)n1CC1CCCO1 (stereo not given)	7.7%	-3.4%	0.2%	-5.6%	7.0%	0.8	-0.3%	/	0.5%	1.6%	-12.4
17	CCOC(=O)C1CCCN(Cc2cccs2)C1 (stereo not given)	1.4%	-8.8%	-5.9%	0.0%	-0.3%	20.2	4.7%	0.1	-3.3%	2.2%	-2.6
18	COc1cccc(CNC(=O)CCc2nc3cc(S(=O)(=O)N4CCOCC4)ccc3n2C)c1	4.8%	/	-0.3%	-1.2%	-4.3%	-3.7	-1.0%	/	/	-7.8%	-1.3
19	CCOC(=O)C1=CN(Cc2ccco2)S(=O)(=O)N(C)C1CC (stereo not given)	3.3%	/	-2.2%	/	/	1.0	/	/	/	-9.5%	-7.1
20	COc1ccc(OCC(O)CNS(=O)(=O)c2ccc(C)cc2)cc1 (stereo not given)	-2.1%	-0.5%	1.0%	0.4%	-2.7%	3.1	-1.3%	2.9	-11.6%	4.5%	26.3
21	Cc1cccc(OCC(=O)NCCNC(=O)c2ccccn2)c1	-2.1%	-9.6%	-2.2%	-0.2%	-0.9%	12.0	-0.7%	-0.2	-19.4%	2.1%	-10.0
22	CN(Cc1ccccc1)CC(O)COc1ccc(CNCc2nccn2C)cc1 (stereo not given)	0.4%	-17.8%	-4.9%	-0.4%	-11.1%	-17.6	1.6%	-0.6	1.8%	-2.1%	9.3
23	O=S(=O)(c1ccc(OCc2ccc(Br)cc2)cc1)N1CCOCC1	-1.8%	/	0.1%	-2.5%	1.3%	17.2	0.7%	/	/	8.6%	5.3
24	CC(C)Cc1ccc(S(=O)(=O)Nc2cccnc2)cc1	-1.6%	96.4%	0.3%	1.2%	-6.8%	5.8	8.5%	6.8	?	-0.6%	-13.9
25	COc1ccccc1/C=C\C(=O)NCC(=O)N/N=C/c1cccc(OC)c1O	?	4.47µM*	1.4%	-24.4%	-8.5%	11.5	-4.0%	-0.4	7.08µM*	-3.3%	49.5[activator]
26	Cc1ccc(CSC2=NCCN2S(=O)(=O)c2ccccc2)cc1	1.3%	?	-2.0%	1.4%	0.7%	-2.2	-3.6%	-10.0	3.2%	12.5%	-4.1
27	Cc1ccc(NC(=O)C2CCN(C(=O)c3ccc(F)cc3)CC2)nc1	1.7%	/	-11.2%	-3.2%	-4.9%	-0.8	-1.8%	/	/	25.7%	-15.6
28	Cn1nnc(-c2ccc(OCc3ccccc3F)cc2)n1	9.2µM*	42.3%	-12.5%	0.631µM*	1µM*	-1.0	1.9µM*	3.3	?	2.2%	-13.3
29	O=C(NCCC1=CCCCC1)C(c1ccccc1)c1ccccc1	-2.4%	7.6%	2.0%	-1.7%	-0.1%	-0.3	4.3%	-1.3	4.7%	-3.3%	-2.3
30	O=C(Nc1ccnn1C1CCN(CCCC2CCCC2)CC1)c1ccccc1Cl	-9.8%	-20.4%	-5.2%	0.7%	-1.9%	-105.5*	1.9%	-0.4	1.3%	-19.1%	-23.2
31	Cc1ccc(S(=O)(=O)NCC(=O)OCC(=O)N(C)C2CCS(=O)(=O)C2)cc1 (stereo not given)	-2.4%	/	-1.3%	-11.2%	-1.5%	3.9	-3.5%	/	/	0.8%	6.9
32	Cc1nc2c(c(C)nn2-c2ccccc2)c(C)c1CCC(=O)Nc1ccc(CN2CCCC2)cc1	-1.2%	-4.2%	1.5%	-5.4%	-4.8%	-12.9	3.3%	2.0	-19.3%	-0.1%	3.0
33	Cc1ccc(C)n1NC(=O)c1ccc(Cl)cc1Cl	-0.8%	-20.9%	16.8%	-2.5%	-2.8%	-7.1	-3.6%	0.4	0.8%	-3.1%	21.2
34	Cc1ccc(C)c(Cn2c(CO)nc3ccccc32)c1	-1.5%	6.8%[0.365 µM]	2.3%	-2.8%	-2.9%	-17.9	-1.2%	1.4	/	7.7%	3.9
35	O=C(Oc1ccc2c(=O)c(Oc3ccc4ccccc4c3)coc2c1)c1cccnc1	-2.2%	-26.9%	-4.0%	-0.7%	-3.2%	25.1	1.0%	5.4	-26.0%	-0.3%	-6.6
36	COc1ccc(OCC#CCNC(C)(C)C)cc1	2.7%	16.6%	-1.1%	3.6%	-4.3%	-1.4	7.2%	3.3	-4.3%	2.1%	2.8
37	COc1ccc(S(=O)(=O)N(CCc2ccccc2)CC(=O)NCCCO)cc1	-0.3%	11.5%	-0.7%	-0.5%	-8.8%	4.9	1.5%	0.5	12.6%	0.8%	-12.2
38	CCn1c(=O)c2ccccc2n2c(SCC(N)=O)nnc12	2.7%	/	1.2%	-0.2%	2.5%	-18.1	4.6%	2.4	/	1.5%	9.6
39	O=C(N/N=C/c1ccccc1F)c1cccc(NC(=O)c2ccccc2Cl)c1	6.8%	15.8%	1.3%	18.9%	17.2%	-14.1	13.5µM*	1.2	-3.7%	-5.2%	-1.7
